Assay outcomes deposited in PubChem BioAssay by National Center for Advancing Translational Sciences (NCATS).
IL-2 act = activators of IL-2; IL-2 activation reporter assay, cell-based qHTS; stimulated with anti-CD3/CD4/CD28 beads; in transgenic mouse T cells; activation, % (series mostly up to about 46 µM); 0.065% of 360,000 active; in the data active means activation above about 50%; inconclusive means mostly about 30% to 49%; further: 0% is about no effect
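Quantitative HTS in unstimulated transgenic mouse T cells, with memory T cells as non-tolerant control and PMA/ionomycin as tolerance-bypass control. Compound pretreatment lasted 60 minutes before 18 h bead stimulation; EGFP/DsRed fluorescence read.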
GLP-1R inv ag = inverse agonists of human GLP-1 receptor | P43220 | HEK293 GLP-1R CRE-luciferase, luminescence, 24 h; GLP-1R form is constitutively active | Potency, µM (titrated, usually from 38.3 µM), without a hit: at the top dose activity change, negative = inhibition, most hits filed as inhibitors | 1.6% of 410,000 active | AID 624417; further: potency means the concentration at half of the fitted maximal effect; on the % scale 0 is the no-effect control and ±100 the full control effect; nearly all actives have a fitted effect of over 55% in size
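Inverse agonism was detected as reduced cAMP-driven luciferase luminescence after 24 h compound treatment. The cells were HEK293 clones expressing constitutively active human GLP-1R with the reporter. Reporter-only and GPR119 cell lines served as counterscreen controls.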
PLK1 PBD block = PLK1 (human) polo-box domain binding inhibition; P53350; 2.8% of 360,000 active; Plk1 PBD binding of FITC phosphopeptide, fluorescence polarization; Potency, µM, without a hit: max response, negative = inhibition, actives largely listed as inhibitors; further: potency means the concentration at half of the fitted maximal effect; series mostly up to about 57 µM; on the % scale 0 is the no-effect control and ±100 the full control effect; nearly all actives have a fitted effect of over 65% in size
GLP-1R agonist = GLP-1 receptor (human) agonism; P43220; HEK293 GLP-1R CRE-luciferase, luminescence, 4-6 h; cells express a hypersensitive GLP-1R form; Potency, µM (highest dose often 45.6 µM), without a hit: at the top dose activation, most hits filed as activators; 0.007% of 380,000 active; AID 624172; further: potency means the concentration at half of the fitted maximal effect; % of control where 0% means no effect
WRN inhibitor = WRN helicase (human) inhibition; WRN helicase unwinding, fluorescent forked duplex, kinetic; 0.46% of 360,000 active; Potency, µM (series often up to 114 µM), for inactives: top-dose activity change, negative = inhibition, hits mostly inhibitors; AID 651768; Q14191; further: potency means the concentration at half of the fitted maximal effect; on the % scale 0 is the no-effect control and ±100 the full control effect; nearly all actives have a fitted effect of over 55% in size
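Screening of the MLSMR collection measured strand separation of a quenched forked DNA duplex (100 nM) by 20 nM WRN with 2 mM ATP, all final. Compounds were preincubated with enzyme 15 min at room temperature.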
PI5P4K alpha inh = inhibitors of human PI5P4K alpha; max response, %; 1.2% of 330,000 active; PI5P4Kalpha enzyme, ADP-Glo luminescence, 60 min; stronger effect = lower value; P48426; active means max response of -50% or lower; inconclusive means between -30% and -50%; inactive means -30% or higher; further: value at the top dose of about 77 µM; on the % scale 0 is the no-effect control and ±100 the full control effect
Target sequence (P48426 whole entry, looked up): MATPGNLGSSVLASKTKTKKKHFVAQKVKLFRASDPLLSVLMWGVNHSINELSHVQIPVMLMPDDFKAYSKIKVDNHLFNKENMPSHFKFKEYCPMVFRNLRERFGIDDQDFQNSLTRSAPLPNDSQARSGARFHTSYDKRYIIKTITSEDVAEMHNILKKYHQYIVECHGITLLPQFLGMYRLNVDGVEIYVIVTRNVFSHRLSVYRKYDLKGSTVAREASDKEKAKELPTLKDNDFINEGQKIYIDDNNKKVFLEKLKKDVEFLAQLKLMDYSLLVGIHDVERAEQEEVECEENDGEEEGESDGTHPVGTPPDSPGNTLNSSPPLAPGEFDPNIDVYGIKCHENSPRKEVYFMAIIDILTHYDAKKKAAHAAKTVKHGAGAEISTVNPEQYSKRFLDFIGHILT
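PI5P4Kalpha ADP-Glo assay; 5 microM ATP final; 60 min RT reaction; HEPES pH 7.4/EGTA/CHAPS, 5% DMSO; controls lacking substrate or enzyme; luminescent end-point.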
HEK293 tox = cytotoxicity counter-screen for GLP-1 receptor inverse agonists. HEK293 cAMP-luciferase reporter cells, luminescence, 24 h. Potency, µM (top dose mostly 38.3 µM), without a hit: at the top dose activity change, negative = inhibition, usual class: inhibitors. 0.13% of 410,000 active;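 further: loss of luciferase light is scored as toxicity; potency means the concentration at half of the fitted maximal effect; on the % scale 0 is the no-effect control and ±100 the full control effect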
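MLSMR compounds, 24 hr on cells at 37 deg C/5% CO2; luminescence after luciferase reagent (12 min RT). Inhibition counted as the undesired cytotoxic outcome.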
D3 ag = agonists of human D3 dopamine receptor. 0.58% of 410,000 active. max activation, %. AID 652048. D3R DiscoveRx beta-arrestin cells, luminescence, 90 min. P35462; in the data active means max activation above about 30%; further: 0% is about no effect; mostly tested at two doses, the higher about 12 µM
Target sequence (P35462 whole entry, looked up): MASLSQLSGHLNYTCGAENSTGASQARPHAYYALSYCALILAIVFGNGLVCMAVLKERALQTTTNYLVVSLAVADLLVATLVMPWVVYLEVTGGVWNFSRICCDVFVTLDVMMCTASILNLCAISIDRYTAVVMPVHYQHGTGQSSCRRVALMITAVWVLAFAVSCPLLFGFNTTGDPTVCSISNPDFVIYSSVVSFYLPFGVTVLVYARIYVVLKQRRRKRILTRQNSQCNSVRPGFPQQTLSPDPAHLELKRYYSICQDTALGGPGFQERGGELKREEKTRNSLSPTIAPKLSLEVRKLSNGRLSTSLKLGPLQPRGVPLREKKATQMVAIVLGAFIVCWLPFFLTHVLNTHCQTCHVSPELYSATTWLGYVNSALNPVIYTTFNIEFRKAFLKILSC
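Cells at 1500/well, incubated overnight, then treated with pinned compounds (dopamine as control) for 90 min at 37 degrees C. DiscoveRx reagent added for 30 - 60 minutes at room temperature; luminescence read.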
D3 antag = D3 dopamine receptor (human) antagonism; max response, negative = inhibition, %; D3R cells, DiscoveRx beta-arrestin luminescence, antagonist mode; stronger effect = lower value; P35462; 2.5% of 360,000 active; in the data active means max response below about -50%; inconclusive means no clear call, values can overlap the other calls; further: on the % scale 0 is the no-effect control and ±100 the full control effect; mostly tested at two doses, the higher about 12 µM
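Cells plated overnight at 1500 cells/well, then exposed to library compounds with dopamine controls for 90 minutes at 37 degrees C. DiscoveRx reagent added for 30–60 minutes at room temperature; luminescence read, quantitative HTS format.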
Numbers without * were called inactive; ? = inconclusive; nt = not tested or not shown; [ ] = remark or other dose. Unless noted, the call rests on the fitted dose curve; in most records, active means well fitted curve in the direction sought with a large enough effect; inconclusive means small, poorly fitted or top-dose-only effect, or another doubt; inactive means no such curve, though single readings can be large; an effect the other way counts as inactive or inconclusive.

SMILES	IL-2 act	GLP-1R inv ag	PLK1 PBD block	GLP-1R agonist	WRN inhibitor	PI5P4K alpha inh	HEK293 tox	D3 ag	D3 antag
CCc1nnc(NC(=O)CSc2nnc(-c3ccc(S(=O)(=O)N4CCCC4)cc3)n2CC)s1	-0.2	9%	-1%	-4%	-1%	7	-10%	2	8
O=C(Nc1cccc2ccccc12)C(=O)C1C(=O)Nc2ccccc21 (configuration not stated)	2.6	15%	-22%	-3%	5%	1	2%	-8	-8
Cc1cccc(NS(=O)(=O)c2cc(C(=O)NCCC3=CCCCC3)ccc2Cl)c1	-2.2	-25%	-4%	-4%	-15%	nt	-8%	-9	-12
O=C(Cc1nn[nH]n1)NCCC1=CCCCC1	-3.5	15%	-6%	-8%	-14%	-9	-1%	-4	-11
Cc1ccccc1OCC(=O)Nc1ccncc1	-0.2	6%	-7%	2%	-21%	0	-2%	11	0
Cc1cccnc1NC(=O)CNC(=O)COc1ccccc1	-0.6	0%	0%	3%	7%	4	1%	2	5
CCOC(=O)c1cccnc1SCC(=O)NC(C)CC (configuration not stated)	-0.9	2%	-10%	10%	-1%	nt	9%	-18	-26
Cc1cc(C)nc(-n2nc(C)cc2NC(=O)CNC2CCCCC2)n1	-2.3	-3%	-4%	8%	13%	1	?	-5	8
CN(Cc1ccccc1)C(=O)CCNS(=O)(=O)c1ccc2c(c1)oc(=O)n2C	0.0	-6%	-2%	3%	166%[activator]	nt	7%	2	-12
N#CCC(=O)Nc1ccc(C(=O)N2CCN(c3ccccn3)CC2)cc1	-0.8	4%	4%	5%	-2%[57.1 µM]	-1	1%	-5	5
Cc1ccc(S(=O)(=O)NC2CCCCC2)cc1C(=O)N1CCC(C(N)=O)CC1	0.4	8%	-9%	-1%	-3%	1	-14%	-1	-10
O=C1CCC(=O)N1CN(Cc1ccco1)CN1C(=O)CCC1=O	-2.7	3%	-3%	-5%	1%	3	14%	2	-14
Cn1cccc1C(=O)OCC(=O)c1ccc(Br)s1	-4.0	-23%	2%	12%	-1%	3	-10%	6	1
Cc1ccc(C)c(NC(=S)N2CCCCCC2)c1	0.3	-27%	-2%	7%	-5%	3	-11%	-15	0
CCOC(=O)c1cnc2c(cnn2C)c1NCCC#N	0.5	129%[activator]	2%	22%	23%	-1	6%	0	-22
COCCOC(=O)c1c(C)n(C)c2ccc(OC(=O)c3ccccc3F)cc12	-0.7	1%	-3%	16%	-4%	14	0%	1	23
O=C(NCCCCc1ccccc1)C1CC(c2cccc([N+](=O)[O-])c2)=NO1 (configuration not stated)	-1.7	-27%	-16%	-5%	-2%	7	4%	12	6
Cc1[nH][nH]c(=O)c1C(c1ccccc1[N+](=O)[O-])C(C#N)C#N (configuration not stated)	0.1	5%	-21%	6%	-17%	-15	-11%	-2	-18
O=C(c1cc2c(=O)n3ccccc3nc2s1)N1CCN(c2cccc(Cl)c2)CC1	-0.5	30%	-16%	1%	?	-20	-2%	6	10
O=C(COC(=O)COc1ccc2c(c1)CCC2)Nc1ccccc1C(F)(F)F	-1.0	0%	15%	3%	-15%	9	-7%	-17	0

3 entries already listed, arranged by molar mass, lowest first.
SMILES	IL-2 act	GLP-1R inv ag	PLK1 PBD block	GLP-1R agonist	WRN inhibitor	PI5P4K alpha inh	HEK293 tox	D3 ag	D3 antag
Cc1ccccc1OCC(=O)Nc1ccncc1	-0.2	6%	-7%	2%	-21%	0	-2%	11	0
Cc1ccc(C)c(NC(=S)N2CCCCCC2)c1	0.3	-27%	-2%	7%	-5%	3	-11%	-15	0
CCc1nnc(NC(=O)CSc2nnc(-c3ccc(S(=O)(=O)N4CCCC4)cc3)n2CC)s1	-0.2	9%	-1%	-4%	-1%	7	-10%	2	8

(continued)
SMILES	IL-2 act	GLP-1R inv ag	PLK1 PBD block	GLP-1R agonist	WRN inhibitor	PI5P4K alpha inh	HEK293 tox	D3 ag	D3 antag
CC(C)(O)P(C)(=O)c1ccccc1 (configuration not stated)	1.1	3%	-6%	-11%	-2%	3	-1%	-5	0
CC1CCC(NC(=O)CCn2ccc3cc(S(=O)(=O)N4CCCC4)ccc32)CC1 (configuration not stated)	-2.5	?	?	13%	2%	-1	-17%	-5	-21
O=C(N[C@@H](Cc1ccc(O)cc1)C(=O)O)c1ccc(C(F)(F)F)cc1	-0.1	23%	5%	-6%	7%	1	-3%	44*	0
CC(C)OCCCNc1ncnc2c1nc1n2CCCC1	-1.1	13%	1%	9%	-6%	-4	-1%	13	3
Cc1ccccc1NC(=O)N(CCc1nc2ccccc2[nH]1)Cc1ccccc1	0.1	?	-1%	-11%	3%	-5	-14%	-11	-17
CCCC(c1nnnn1Cc1ccccc1)N1CCC(C(N)=O)CC1 (configuration not stated)	1.2	4%	0%	3%	3%	5	-2%	8	11
C#CCOCCOCCOCCNc1nc(N2CCN(C(=O)[C@H]([C@@H](C)CC)n3cc(CCCN=C(N)N)nn3)CC2)nc(N2CCN(C(=O)[C@H](CCCCN)n3cc(CCCC)nn3)CC2)n1	1.3	24%	1%	6%	10%	66	4%	-32	?
CC(=O)NC(Cc1ccccc1)C(=O)NC1CCN(C(=O)NC2CCCCC2)CC1 (configuration not stated)	-2.6	19%	2%	-1%	-1%	nt	3%	0	-8
Cc1cc(=O)[nH]c(-c2ccccc2)n1	0.3	21%	1%	0%	2%	-5	-1%	2	-15
Cc1ccc(O)c(C(=O)c2cnc3c(c2)COc2ccccc2-3)c1	-0.4	?	-14%	-7%	-1%	1	44%	-2	-2
O=C1NC2c3ccccc3C(=O)N2c2c1cnn2-c1ccccc1 (configuration not stated)	-2.7	3%	?	2%	6%	4	-18%	-6	-23
CC(C)Oc1cccc(C(=O)NC(=S)NCc2cccnc2)c1	0.4	4%	-18%	10%	?	0	-17%	2	94
O=c1[nH]c2ccccc2[nH]c1=O	-0.4	15%	-18%	5%	2%	1	-1%	1	3
CCN(CC1CCCN(CCc2cccc(F)c2)C1)C(=O)c1cc2ccccc2o1 (configuration not stated)	-5.4	?	1%	3%	-1%	2	-13%	-28	?
Cc1ccc(C)c(OCC(=O)Nc2ccccc2C(=O)NC2CC2)c1	-1.9	6%	3%	-2%	9%	2	-6%	-19	6
c1ccc(-c2nnc3ccc(N4CCC5(CC4)OCCO5)nn23)cc1	-2.7	80%[activator]	0%	31%	-6%	nt	1%	7	-4
CCC(/C=C1\Oc2ccc(OC)cc2N1C)=C\c1sc2ccccc2[n+]1CCCS(=O)(=O)[O-]	-0.6	-16%	90%[activator]	-5%	-12%[57.1 µM]	1	-16%	13	0
CCN(CC)C(=O)CSC1=C(C#N)C(c2cccs2)C=C(C)N1 (configuration not stated)	-0.4	-2%	?	18%	-12%	-16	-26%	-6	0
O=C(C=Cc1ccccn1)c1ccccc1O	-0.5	-10%	21µM*	11%	-7%	2	-14%	0	-21
CCC(=O)OCC(=O)Nc1ncc(C(F)(F)F)cc1Cl	3.3	12%	-22%	0%	-5%	4	12%	-5	-14

Record cards, from the list above. Screens in order: IL-2 act | GLP-1R inv ag | PLK1 PBD block | GLP-1R agonist | WRN inhibitor | PI5P4K alpha inh | HEK293 tox | D3 ag | D3 antag
O=C(N[C@@H](Cc1ccc(O)cc1)C(=O)O)c1ccc(C(F)(F)F)cc1 is listed as -0.1 | 23% | 5% | -6% | 7% | 1 | -3% | 44* | 0
CC(C)OCCCNc1ncnc2c1nc1n2CCCC1 is listed as -1.1 | 13% | 1% | 9% | -6% | -4 | -1% | 13 | 3

(listing goes on)
SMILES	IL-2 act	GLP-1R inv ag	PLK1 PBD block	GLP-1R agonist	WRN inhibitor	PI5P4K alpha inh	HEK293 tox	D3 ag	D3 antag
CC(=O)C1C(c2ccc(OC(F)F)cc2)NC(=O)NC1(O)C(F)(F)F (configuration not stated)	-0.4	12%	5%	-1%	6%	2	-2%	2	13
COc1cccc(-c2cnc(NCc3ccccc3Cl)n2C)c1	nt	?	nt	1%	nt	nt	?	-10	nt
Cc1ccc(CNC(=O)c2ccc3c(=O)c(O)c(-c4ccc(C)cc4)[nH]c3c2)cc1	-0.6	5%	1%	2%	17%	-17	-16%	-29	0
Cn1c(N)c(C(=O)c2ccc(Cl)c(S(=O)(=O)N3CCCCCC3)c2)c(=O)n(C)c1=O	-0.1	12%	2%	14%	-11%	8	-3%	7	-6
CCn1c(SCC(=O)NC2CCCC2)nnc1-c1ccco1	-0.5	-2%	-3%	5%	-15%	1	2%	5	7
Cc1ccc(Oc2cc(-n3nc(C)cc3C)ncn2)cc1	-0.5	12%	0%	-2%	5%	nt	9%	1	-13
Cc1cccc(NS(=O)(=O)c2cc3c4c(c2)CCN4C(=O)CC3)c1C	-2.9	25%	-10%	-5%	11%	4	-13%	-3	0
CN(CC1CCOCC1)C(=O)CC1C(=O)NCCN1Cc1ccc(F)c(F)c1 (configuration not stated)	0.7	18%	-3%	0%	4%	4	16%	0	4
CC1(C)CC(=O)C2=C(C1)OC(N)=C(C#N)[C@@]21C(=O)N(CC(N)=O)c2ccccc21	-1.6	6%	2%	6%	-5%	1	-5%	1	14
Cn1cccc1C(=O)OCC(=O)NC(=O)c1ccc(Cl)cc1	-0.5	9%	-1%	-3%	-28%	-8	5%	-1	-15
COc1ccc(NC(=O)CN(C)C(=O)COc2ccccc2Cc2ccccc2)cc1	-0.3	?	-9%	2%	-3%	-4	-12%	-23	-7
COc1ccc(CC(=O)NCCN2CCCC2)cc1	0.8	0%	-7%	5%	5%	12	16%	-4	-4
O=S1(=O)CCN2N=C(C3CC3)SC2=N1	0.7	3%	0%	1%	-4%	8	8%	-1	3
O=C(CCCCCNC(=S)Nc1ccccc1)C[N+](=O)[O-]	-1.0	10%	-27%	-5%	-1%	0	-24%	-5	0
CCCn1c(SCC(=O)Nc2sc(C)c(C)c2C#N)nnc1C(C)C	-1.3	2%	-2%	7%	5%	nt	5%	4	6
NS(=O)(=O)c1ccc(CNC(=O)c2ccc(NS(=O)(=O)c3cccs3)cc2)cc1	0.8	32%[activator]	-6%	0%	-34%	4	-7%	3	?
NS(=O)(=O)c1ccc(CCNC(=S)NC2CCCC2)cc1	3.2	8%	-8%	1%	-11%	-3	6%	-1	0
CCC(C)Cn1c(O)cc2nn(-c3nc4ccccc4s3)c(=O)c-2c1C (configuration not stated)	3.8	-24%	-22%	-5%	?	-79*	?	-11	-20
